# Compound activity: PubChem, National Center for Advancing Translational Sciences (NCATS)
# D1 PAM: human D1 dopamine receptor positive modulation; P21728; potentiation, % at 10 µM; HEK293 TREx D1 cells, calcium flux, dopamine EC20 potentiation; 360,000 tested, 0.036% active; AID 504651; in the data active means potentiation above about 30%; further: 0% is about no effect
# RXFP1 antag: RXFP1 (human) relaxin receptor antagonism | Q9HBX9 | HEK293-RXFP1, relaxin-stimulated cAMP HTRF, 30 min; stronger effect = lower value | activity change, negative = inhibition, % at 57.5 µM | 350,000 tested, 0.59% active | AID 1259400;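 active means activity change of -60% or lower, but not beyond a set lower limit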; further: on the % scale 0 is the no-effect control and ±100 the full control effect
# Target sequence (Q9HBX9 whole entry, looked up): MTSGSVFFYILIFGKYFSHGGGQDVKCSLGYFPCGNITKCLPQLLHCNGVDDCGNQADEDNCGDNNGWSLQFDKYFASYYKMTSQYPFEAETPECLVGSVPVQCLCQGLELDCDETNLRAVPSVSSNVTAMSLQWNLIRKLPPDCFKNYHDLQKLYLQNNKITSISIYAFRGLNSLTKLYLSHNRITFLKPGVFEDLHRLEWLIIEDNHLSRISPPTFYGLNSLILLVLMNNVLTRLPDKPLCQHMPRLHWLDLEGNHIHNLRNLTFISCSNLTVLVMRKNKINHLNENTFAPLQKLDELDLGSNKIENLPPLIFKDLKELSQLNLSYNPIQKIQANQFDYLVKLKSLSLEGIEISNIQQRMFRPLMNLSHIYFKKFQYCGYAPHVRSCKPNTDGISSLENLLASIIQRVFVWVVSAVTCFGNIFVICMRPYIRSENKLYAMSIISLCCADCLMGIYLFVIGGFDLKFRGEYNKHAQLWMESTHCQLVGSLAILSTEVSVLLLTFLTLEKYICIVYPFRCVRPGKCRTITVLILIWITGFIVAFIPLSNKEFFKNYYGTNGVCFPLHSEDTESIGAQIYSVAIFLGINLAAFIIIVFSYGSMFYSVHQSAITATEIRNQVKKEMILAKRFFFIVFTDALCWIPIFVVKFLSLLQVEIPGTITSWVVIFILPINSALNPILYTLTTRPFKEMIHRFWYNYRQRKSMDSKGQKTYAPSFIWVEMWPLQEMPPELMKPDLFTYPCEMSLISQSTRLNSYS
# TRHR ag: agonists of human TRH receptor. P34981. TRHR cells, calcium flux fluo-8, FDSS agonist mode. activation, % at 2 µM. 360,000 tested, 0.18% active. AID 493084; further: 0% is about no effect
#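 Steps: seed TRHR cells overnight; add fluo-8 no-wash Ca dye, RT 30 min–1.5 h; record 10 s baseline; pin-transfer compounds; monitor fluorescence 1 cycle/s for the agonist window. Calcium increases flag candidate agonists.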
# D2 ag: agonists of human D2 dopamine receptor; 340,000 tested, 0.53% active; activation, % at 2 µM; HEK293 T-REx D2 cells, calcium flux agonist mode; AID 485358; P14416;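 active means activation over 3 SD above normal in the single-dose calcium agonist read, cut at about 30% in these data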; further: 0% is about no effect
#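 Tetracycline-induced HEK293 Trex cells with D2 receptor force-coupled to calcium signaling, plated overnight at 30 C and loaded with no-wash calcium dye. Calcium flux read kinetically for 180 s after compound addition; responses flag agonists.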
# TRHR PAM: allosteric enhancers of human TRH receptor | P34981 | TRHR cells, fluo-8 calcium fluorescence, EC20 TRH enhancement | enhancement, % at 2 µM | 360,000 tested, 0.66% active | AID 493056; in the data active means enhancement above about 30%; further: 0% is about no effect
#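 TRHR-expressing cells loaded with fluo-8 calcium dye were read kinetically (ex 480/em 530) during compound addition, then stimulated with an EC20 of TRH (10 nM final). Enhancement of the Gq-mediated intracellular calcium response was scored.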
# D1 agonist: activates the human D1 dopamine receptor; P21728; HEK293 T-REx D1 cells, calcium flux, agonist mode; activation, % at 2 µM; 360,000 tested, 1% active; AID 504660; further: 0% is about no effect
#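 Agonism was scored from calcium flux recorded over 180 s (1 read/s) after pintool compound addition, following a 10-cycle baseline. Cells were inducible force-coupled HEK293 TREx D1, plated overnight at 30 C and loaded with no-wash calcium dye.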
# D2 antagonist: D2 dopamine receptor (human) antagonism; HEK293 TREx D2 cells, calcium flux, dopamine EC80; inhibition, % at 10 µM; 340,000 tested, 2% active; in the data active means inhibition above about 30%; further: 0% is about no effect
#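 Read-out: kinetic calcium fluorescence (1 cycle/s) in inducible HEK293 T-REx D2 cells after an EC80 dopamine addition that followed 180 s compound preincubation. Loss of the dopamine response indicates antagonism.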
# D2 PAM: positive allosteric modulators of human D2 dopamine receptor; P14416; HEK293 T-REx D2, calcium flux, EC20 dopamine potentiation; potentiation, % at 10 µM; 340,000 tested, 0.34% active;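 active means potentiation over 3 SD above the plate norm, cut at about 30% in these data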; further: 0% is about no effect
#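 Potentiation of an EC20 dopamine calcium response is measured in a force-coupled, tetracycline-inducible Hek293 Trex D2 line. Compound-only kinetic reads over 180 s flag agonists before dopamine addition.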
# D1 antagonist: antagonists of human D1 dopamine receptor; HEK293 TREx D1 cells, calcium flux, dopamine EC80; stronger effect = lower value; P21728; AID 504652; 360,000 tested, 3.2% active; activity change, negative = inhibition, % at 10 µM; in the data active means activity change below about -30%; further: on the % scale 0 is the no-effect control and ±100 the full control effect
#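 HEK293 T-REx cells expressing inducible, force-coupled D1 receptor; no-wash Ca dye, 30–90 min RT. Cmpd → 180 s read at 1 Hz → EC80 DA → 180 s read.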
# Starred values were filed as active, the others as inactive; nt = not tested or not shown. Unless noted, no stated cut-off is given here; in the data, active means activation above about 30%; inactive means the rest.
SMILES,D1 PAM,RXFP1 antag,TRHR ag,D2 ag,TRHR PAM,D1 agonist,D2 antagonist,D2 PAM,D1 antagonist
O=c1[nH]c(-c2ccc(F)cc2)nc2c1sc(=S)n2-c1ccccc1,2,1,-0.3,0.7,2,3,-1,-3,1
COc1ccc(C2C=C(c3ccccc3)Nc3nc(NS(=O)(=O)c4ccccc4)nn32)cc1 (configuration not stated),0,6,-0.1,-0.4,5,0,nt,6,3
Cc1ccc(Sc2ncccc2NC(=O)c2ccccc2Cl)cc1,-3,1,0.1,-1.6,-7,4,-3,4,3
CC(=O)Nc1cccc(Cn2cccn2)c1,-3,nt,0.9,-0.3,-2,4,1,2,8
COc1cc(N2CN=c3s/c(=C\c4ccccn4)c(=O)n3C2)cc(OC)c1OC,4,5,-0.8,0.9,-5,4,-9,-14,-8
COc1cc(OC)c(C2C(C#N)=C(N)OC3=C2C(=O)CC(C)(C)C3)cc1OC (configuration not stated),-4,-1,-0.5,-0.6,21,-1,-9,10,0
Cc1sc2cc3c(c(C(=O)c4ccccc4)[n+]2c1C)-c1cccc2cccc-3c12,5,-39,0.9,2.1,-10,0,-6,14,6
Cc1ccc(S(=O)(=O)N2CCN(S(=O)(=O)N3CCOCC3)CC2)cc1C,-1,11,0.3,-0.3,-4,-1,10,1,7
Clc1ccc(C2=Nn3c(nnc3-c3cccs3)SC2)cc1,-9,-8,-0.6,-0.6,4,0,13,6,6
CCC(CC)COC(=O)C1=C(C)NC(=O)NC1c1cc(OC)ccc1OC (configuration not stated),0,4,0.3,nt,3,1,nt,nt,15
O=C(CSc1nnc(-c2cccs2)n1-c1ccccc1)NCc1ccco1,0,-3,-0.3,0.7,-3,1,-6,2,-5
COC(=O)[C@@H](Cc1ccccc1)NC(=O)[C@H]1CCC(=O)N1C(=O)OCc1ccccc1,9,nt,1.4,0.7,0,1,11,3,2
CC(C)c1ccc(Cc2cn3cc(-c4cc5ccccc5oc4=O)nc3s2)cc1,5,nt,-0.7,-0.2,4,1,nt,6,-21
Cc1ccccc1NC(=O)Cc1nc(COC(=O)c2ccc(S(C)(=O)=O)c([N+](=O)[O-])c2)cs1,-8,-36,-0.7,-1.1,-4,5,4,1,-36*
Cc1nc(Cl)c(C(=O)NCCC(C)C)c(C)c1[N+](=O)[O-],4,4,0.1,nt,0,-1,nt,nt,-2
Cc1ccc(C(C(=O)NC2CCCCC2)N(Cc2ccco2)C(=O)Cn2cnc3ccccc32)cc1 (configuration not stated),-8,-4,-0.4,0.7,-7,2,7,-8,10
COc1ccc(C(=O)Nc2sc(C)c(C)c2CN2CCOCC2)cc1,0,4,0.0,2.2,-1,1,-7,-2,1
COc1ccc(N2Cc3cccc(C(=O)NC(C)CCc4ccco4)c3C2=O)cc1 (configuration not stated),0,11,-0.2,0.8,3,0,-3,7,12
CCc1noc(C)c1C(=O)NNC(=O)c1ccccc1Cl,8,-2,0.1,-0.1,7,2,-13,5,25
O=C(Oc1ccc(-c2cn3c(n2)SCC3)cc1)c1ccccc1,-3,nt,0.4,-1.9,-5,11,17,-33,-3
COc1ccc(Nc2nnc(-c3ccc(C)c(S(=O)(=O)NCc4nc5ccccc5[nH]4)c3)c3ccccc23)cc1,-2,-3,-1.0,-2.1,8,4,nt,19,1
COc1ccc(CCN2CC(C(=O)NCCc3cccnc3)CCC2=O)cc1 (configuration not stated),-2,4,0.2,-1.0,-13,1,32*,-6,12
O=C(CSc1nc2[nH]ncc2c(=O)[nH]1)Nc1ccccc1C(F)(F)F,-6,-6,-0.1,-0.1,-4,1,10,9,16
NS(=O)(=O)c1ccc(CCNCc2cccs2)cc1,8,-10,1.0,-2.0,-8,3,-22,9,-21
COc1ccc([N+](=O)[O-])cc1NC(=O)Cc1ccc(C)cc1,10,12,0.1,nt,-5,1,nt,nt,16
CC(C)CN(Cc1c(O)ccc2ccccc12)CC(C)C,6,-25,0.4,2.1,1,2,-6,16,12
CCn1c(COc2ccccc2)nnc1SCC(=O)CC(=O)Nc1ccccc1OC,-1,-1,-0.9,0.3,9,1,-1,3,-30
CC1(C)OC(=O)C(=NNc2ccc(Br)cc2)C(=O)O1,-4,21,0.2,0.5,4,6,-3,-19,0
COC(=O)C1CCN(c2csc3ccc(C)cc3c2=O)CC1,0,-10,0.3,nt,1,1,nt,14,1
CC1CN(C(=O)CCC(=O)Nc2cc(F)ccc2F)c2ccccc2S1 (configuration not stated),12,1,0.3,nt,-6,1,nt,-8,-19
CCC(C)NC(=O)/C=C1\Sc2ccccc2NC1=O (configuration not stated),-6,nt,-0.5,0.8,6,1,7,-1,-7
CCN(CC)S(=O)(=O)c1cccc(C(=O)N[C@H](C(=O)O)C(C)C)c1,-4,-2,0.9,0.8,4,3,-16,-3,-4

# 5 compounds drawn at random from those above, as already listed:
SMILES,D1 PAM,RXFP1 antag,TRHR ag,D2 ag,TRHR PAM,D1 agonist,D2 antagonist,D2 PAM,D1 antagonist
COC(=O)C1CCN(c2csc3ccc(C)cc3c2=O)CC1,0,-10,0.3,nt,1,1,nt,14,1
CC(C)CN(Cc1c(O)ccc2ccccc12)CC(C)C,6,-25,0.4,2.1,1,2,-6,16,12
CC1(C)OC(=O)C(=NNc2ccc(Br)cc2)C(=O)O1,-4,21,0.2,0.5,4,6,-3,-19,0
CCC(C)NC(=O)/C=C1\Sc2ccccc2NC1=O (configuration not stated),-6,nt,-0.5,0.8,6,1,7,-1,-7
COc1ccc([N+](=O)[O-])cc1NC(=O)Cc1ccc(C)cc1,10,12,0.1,nt,-5,1,nt,nt,16

# Going on with the list:
SMILES,D1 PAM,RXFP1 antag,TRHR ag,D2 ag,TRHR PAM,D1 agonist,D2 antagonist,D2 PAM,D1 antagonist
CCc1c(C)nc(SCC(=O)Nc2cccc(Br)c2)[nH]c1=O,-2,-9,0.0,-0.6,-2,15,-43,-8,-4
Cc1nc2ccccc2c(C)c1C(=O)c1ccc(F)cc1,7,-3,1.4,-1.3,6,2,-7,1,-2
CCOC(=O)c1c(NC(=O)OC)sc2c1CCC2,-5,-5,0.1,-2.2,3,-1,10,15,-6
CCOc1ccc(CN2C(=O)c3ccccc3Sc3ccc(C(=O)NCCc4ccccc4)cc32)cc1,1,nt,2.3,12,2,5,nt,-5,4
O=C1CCC(C(=O)OCc2c(Cl)cccc2Cl)N1 (configuration not stated),3,3,0.0,-0.2,6,1,5,3,-12
CCC(NC(=O)Nc1nnc(C(F)(F)F)s1)(C(F)(F)F)C(F)(F)F,-11,-2,12,16,-3,31*,5,-1,-58*
Cc1cccn2c(CNC3CCCc4ccccc43)c(C(=O)N3CCCCC3)nc12 (configuration not stated),6,-2,-0.8,-0.9,-6,3,-2,-11,6
O=C1CC(Sc2nnc(-c3ccccc3)o2)C(=O)N1c1ccccc1 (configuration not stated),-1,5,-0.1,-2.4,4,3,10,14,-3
CCOC(=O)c1c(N)sc2c(NC(C)=O)cccc12,-6,6,0.2,-0.4,7,2,-3,5,-2
Cc1cc(C)c2c(CC(=O)Nc3cc(C(F)(F)F)ccc3Cl)coc2c1,-1,-9,1.3,-0.5,-7,4,nt,-5,-16
COc1ccc(C(=O)c2ccc(Cl)cc2Cl)cc1,-4,-16,-0.8,-0.4,10,0,2,-1,2
O=C(O)CCn1ncc2ccccc2c1=O,5,0,0.1,0.6,0,12,-9,7,18
CCCN1C2CCCC1CC(NC(=O)c1ccc(OC)cc1)C2 (configuration not stated),-9,2,0.7,2.6,-1,3,2,1,-12
COc1ccc(CNC(=O)C/C(C)=N/NC(=O)C23CC4CC(CC(C4)C2)C3)cc1,-1,-6,0.2,-0.4,9,2,15,1,-3
OC1(C2(O)CC(c3ccccc3)ON2)CCCCC1 (configuration not stated),3,2,-0.4,0.0,-9,4,-1,16,6
O=C(Cc1ccc(Br)cc1)N(Cc1ccccc1)c1ccccn1,1,-23,0.7,-0.5,1,3,6,3,-15
O=C(NCCN1CCOCC1)c1cc(-c2ccc(Cl)cc2)on1,-3,5,0.9,1.1,1,5,7,-6,-1
CCCN(C1CCS(=O)(=O)C1)S(=O)(=O)c1cc(OC)ccc1OC (configuration not stated),nt,-2,-0.7,0.8,5,3,12,17,9
O=c1cc(CN2CCN(Cc3ccccc3)CC2)c2cc3c(cc2o1)CCC3,-11,-13,0.8,0.4,-1,1,-3,-30,-1
O=C(O)C1C2C=CC(C2)C1C(=O)OCC1CCCO1 (configuration not stated),0,-10,-0.1,nt,8,2,nt,nt,-6
CCC1=NC(c2ccccc2)N(O)C1(C)C (configuration not stated),-7,-10,0.5,-0.6,-7,-1,24,-6,-5
C=CCNc1nc(Nc2ccc(OC)cc2)nc(OCC)n1,-1,-11,-0.4,0.2,7,0,8,-14,1
COc1ccc(C(=O)Nc2cc(-c3ccccc3)nn2-c2ccccc2F)cc1,-7,nt,-0.2,0.5,7,9,3,10,0
CC(C)CCn1c(=O)c2sccc2n2c(CCCC(=O)N3CCC(N4CCCCC4)CC3)nnc12,-6,-1,0.2,nt,1,0,nt,-3,-45*
COC(=O)CC1C(=O)NCCN1C(=O)c1cc([N+](=O)[O-])ccc1Cl (configuration not stated),2,2,0.1,0.0,2,2,-14,3,-1
Cn1cc(S(=O)(=O)N2CCC(Cc3ccccc3)CC2)c(=O)n(C)c1=O,2,-5,0.2,-1.5,-4,7,14,10,0
CCOc1ccc(S(=O)(=O)NCCC(=O)N2CCCCCCC2)cc1,3,0,-0.7,-0.3,-2,1,-4,-10,-3
Cc1cc(C)c(S(C)(=O)=O)c(Oc2ccccc2C)n1,0,3,-0.5,-0.2,1,8,-2,23,3
CCCn1c(Sc2nnnn2-c2ccccc2)n[nH]c1=O,0,-9,0.2,nt,8,0,nt,nt,0
COc1cccc(N2CCN(C(=O)CCc3nnc4ccc(N5CCOCC5)nn34)CC2)c1,-2,6,0.9,0.7,0,4,-8,-7,-2
COc1ccc(NC(=O)Cn2c3ccccc3c3nc4n(c(=O)c32)CCS4)cc1,-3,-13,-0.6,-0.2,0,-1,-6,5,-1
O=C(NCCCN1CCOCC1)c1ccccc1NS(=O)(=O)c1ccc(F)cc1,-3,-3,0.1,-0.1,-1,1,-3,-3,-51*
O=C(N/N=C/c1ccccc1F)NC1CCCCC1,-8,18,-1.5,-0.1,7,2,4,13,-2
C=C(C)Cn1c(CCNC(=O)C(C)C)nc2ccccc21,-5,-4,-0.6,-0.9,-3,3,6,1,3
CCOc1ccccc1C(=O)N1CCC(C(=O)c2ccc(F)cc2)CC1,-7,4,-0.1,0.1,9,3,16,1,-26

# Random draw from the library. Share with any hit: about 7.3%.
